Compound activity (PubChem)
tim23-1 inh = inhibits growth of tim23-1 mutant yeast; S. cerevisiae tim23-1 growth, BacTiter-Glo luminescence, 24 h; inhibition, % at 20 µM; hit rate 1.3% among 330,000;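 active = growth inhibition of the mutant yeast at or above 50%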;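 note: temperature-sensitive mutant grown at 25 °C; plate controls were DMSO-treated mutant yeast for no effect and medium wells lacking yeast for full effect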
XBP1 UPR activ = adaptive UPR (XBP1) activation; CHO-XBP1 luciferase reporter, IRE1-XBP1 UPR activation, luminescence; percent of tunicamycin response, DMSO as zero; activation, % at 20 µM; hit rate 0.33% among 330,000; AID 463104;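 active = versus positive control, 20 µM dose yields 30% or more activation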;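 note: 100% = tunicamycin at 10 µg/mL and 0% = DMSO only wells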
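Material: CHO cell line with stable XBP1 luciferase reporter; schedule: 16-18 h cell attachment at 37 °C, then 6 h compound exposure; signal: glow luminescence from Steady-Glo reagent; medium: serum-containing F12 medium, 10% FBS; benchmarks: tunicamycin 10 µg/mL and vehicle-only wells; read-out: percent activation relative to tunicamycin reference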
Mdm2-MdmX inh = disrupts the human Mdm2-MdmX interaction | SaOS-2 split-luciferase Mdm2/MdmX complementation, luminescence | inhibition, % at 8 µM | hit rate 3% among 330,000 | O15151+Q00987;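 active = inhibition of at least 50% at 8 µM in the primary screen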
Target sequence (O15151 whole entry, looked up): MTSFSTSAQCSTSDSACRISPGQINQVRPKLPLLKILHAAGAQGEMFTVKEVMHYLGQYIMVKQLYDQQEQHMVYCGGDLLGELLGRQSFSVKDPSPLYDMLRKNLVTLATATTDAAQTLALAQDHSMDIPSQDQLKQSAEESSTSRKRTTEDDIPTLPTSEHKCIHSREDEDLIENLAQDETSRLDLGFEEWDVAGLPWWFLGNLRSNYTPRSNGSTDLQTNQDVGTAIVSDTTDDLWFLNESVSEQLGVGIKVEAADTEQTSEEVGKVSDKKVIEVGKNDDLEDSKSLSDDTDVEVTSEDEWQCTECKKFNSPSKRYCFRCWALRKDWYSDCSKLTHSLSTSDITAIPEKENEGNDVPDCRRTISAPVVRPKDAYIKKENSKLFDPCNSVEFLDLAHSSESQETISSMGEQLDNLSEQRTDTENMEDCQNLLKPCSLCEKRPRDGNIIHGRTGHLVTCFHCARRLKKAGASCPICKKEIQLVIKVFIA
Target sequence (Q00987 whole entry, looked up): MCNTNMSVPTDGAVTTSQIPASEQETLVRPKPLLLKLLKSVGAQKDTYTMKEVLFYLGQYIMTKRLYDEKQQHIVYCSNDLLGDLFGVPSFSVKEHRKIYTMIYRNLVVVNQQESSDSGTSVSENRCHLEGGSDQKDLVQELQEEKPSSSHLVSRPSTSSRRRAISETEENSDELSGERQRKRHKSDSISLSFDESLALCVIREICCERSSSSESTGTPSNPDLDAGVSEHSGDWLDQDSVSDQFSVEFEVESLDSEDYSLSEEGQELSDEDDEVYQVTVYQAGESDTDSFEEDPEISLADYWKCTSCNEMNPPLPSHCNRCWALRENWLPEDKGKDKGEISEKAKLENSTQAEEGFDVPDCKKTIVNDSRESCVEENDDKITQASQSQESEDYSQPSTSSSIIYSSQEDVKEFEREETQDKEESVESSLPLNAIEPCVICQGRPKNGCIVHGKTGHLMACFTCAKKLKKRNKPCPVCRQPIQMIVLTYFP
APJ antag = APJ receptor antagonism; P35414; CHO-K1 APJ beta-arrestin complementation, luminescence; inhibition, % at 20 µM; hit rate 0.32% among 330,000; AID 2521;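 active = inhibition above about 40% at 20 µM, limit read from the data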;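 note: cells challenged with 10 nM apelin-13 agonist together with compound; plate controls were apelin-13 plus DMSO wells for no effect and DMSO wells lacking apelin-13 for full effect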
697 NFkB inh = inhibitors of the PMA/ionomycin-induced NF-kB reporter in 697 B cells; inhibition, % at 4 µM; 697 B-cell NF-kB luciferase reporter, 16 h; AID 435022; hit rate 0.33% among 330,000; in the data active = inhibition above about 35%
Jurkat NFkB inh = inhibitors of the PMA/ionomycin-induced NF-kB reporter in Jurkat cells; PMA/ionomycin-induced NF-kB luciferase reporter, luminescence; inhibition, % at 4 µM; hit rate 0.53% among 330,000; AID 435003; in the data active = inhibition above about 50%
UPR CHOP act = apoptotic UPR (CHOP) activation. activation, % at 10 µM. AID 449763. CHO-CHOP luciferase reporter, luminescence; percent of tunicamycin response over DMSO baseline. hit rate 0.34% among 330,000;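 active = at 10 µM dose, activation of 40% or more, normalized to positive control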;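 note: 100% = tunicamycin at 10 µg/mL and 0% = DMSO alone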
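System: CHO CHOP reporter cells. Amount: 500 cells per well. Buffer or medium: F12 medium, 10% FBS. Compound dosing: one dose, 10 µM in 0.5% DMSO. Incubation: 6 h compound exposure at 37 °C after overnight seeding. Technique: Steady-Glo luciferase luminescence. Benchmarks: tunicamycin and DMSO controls.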
APJ ag = agonists of human APJ apelin receptor; P35414; CHO-K1 APJ PathHunter beta-arrestin, luminescence; 0% DMSO wells, 100% apelin; activation, % at 20 µM; hit rate 0.11% among 330,000;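 active = activation more than six SD over the plate average, tested at 20 µM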;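 note: 0% = DMSO alone and 100% = apelin-13 at 10 nM; some results filed as inactive read as strong as hits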
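Assay system – PathHunter CHO-K1 APJ (AGTRL-1) beta-arrestin reporter cells · Compound – one dose, 20 µM compound, 1% DMSO · Timing – compound 90 min 25 °C, reagent 1 h · Measured by – luminescence from split beta-galactosidase complementation, Galacton Star/Emerald II substrate · Measure – beta-arrestin recruitment to APJ as agonist activity, luminescent signal · Benchmarks – DMSO vs Apelin-13 10 nM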
Active calls of the source: *. No enrichment for hits (roughly 5% active in at least one column).

SMILES	tim23-1 inh	XBP1 UPR activ	Mdm2-MdmX inh	APJ antag	697 NFkB inh	Jurkat NFkB inh	UPR CHOP act	APJ ag
Oc1ccc(-c2nccc(-c3ccc(Cl)cc3)n2)cc1	49	2	-60	-11	-18	-29	3.7	-2
Cn1cccc1/C=N/NC(=O)c1cc(-c2cccs2)nc2ccccc12	33	-3	49	14	-15	53*	2.4	-4
COc1ccc(NC(=S)N(CCc2ccc(OC)c(OC)c2)Cc2ccccn2)cc1	30	-1	11	4	21	5	-0.7	1
Cc1nc(-c2ccc(Cl)cc2)sc1C(=O)O	8	-1	-14	5	-34	-34	2.0	-2
OC(CCN1CCC2(CC1)OCCO2)C(F)(F)F (stereo not given)	12	-1	11	-3	15	-2	-1.0	-2
NC(=O)C1CCN(CC(=O)c2c[nH]c3ccc(F)cc23)CC1	8	0	-17	-5	-5	7	-0.4	-2
CC(C(=O)Nc1ccccc1)N(c1cccc(Cl)c1)S(C)(=O)=O (stereo not given)	0	-1	2	-13	5	11	3.3	-2
C#CCn1c(=NC(=O)CSC(C)=O)sc2cc(F)ccc21	9	-2	5	8	-24	-15	-2.4	3
Cc1nnc(SCC(=O)NC2CC2)n1CC1CCCO1 (stereo not given)	-6	-3	9	1	-2	-6	1.2	-1
O=C(Nc1ccc(F)cc1F)c1ccc2c(=O)n3c(nc2c1)CCC3	18	-6	-19	7	-23	-71	1.3	0
N#C/C(=C/c1cn[nH]c1-c1cccc(Br)c1)C(=O)O	7	2	-15	11	17	8	-0.6	-2
Cc1ccc(N2CC3=C(C2=O)C(c2ccccc2)NC(=O)N3C)cc1 (stereo not given)	-3	-1	23	2	10	-6	-2.2	-3
CC(=O)C1=C(O)C(=O)N(c2ccc(O)cc2)C1c1ccccc1F (stereo not given)	-4	-5	11	18	8	6	1.5	0
Cc1ccc(-c2nnn(CC(=O)N3CCC(C)CC3)n2)o1	18	1	-7	-1	-14	-14	2.7	3
CC(=O)Nc1c2c(nn1-c1cccc(Cl)c1)CS(=O)C2 (stereo not given)	8	-1	-34	-5	9	18	0.5	-1
O=C(Nc1cc(S(=O)(=O)N2CCCCC2)ccc1O)c1ccccc1NS(=O)(=O)c1ccc(F)cc1	12	0	19	0	2	-4	0.7	-2
O=c1c(O[C@@H]2O[C@H](CO)[C@@H](O)[C@H](O)[C@H]2O)c(-c2ccc(O)c(O)c2)oc2cc(O)cc(O)c12	-1	-6	52*	14	0	-1	-1.0	1
COc1ccc(OCCCN(C)Cc2ccccc2)cc1	-23	-3	2	3	10	-1	0.9	-2
COc1ccc2cc3c(N)nn(C(=O)c4ccc(Cl)c([N+](=O)[O-])c4)c3nc2c1	-9	0	83*	-5	-29	18	-2.4	-3
Cc1nc(-c2noc(-c3ccc(Cl)cc3)n2)c(C(F)(F)F)o1	18	8	6	9	-20	-17	5.9	-3
C#CCOc1ccc(OC)cc1C(c1c(C)[nH][nH]c1=O)c1c(C)[nH][nH]c1=O	21	-1	28	9	6	2	1.6	5
CC(=O)C1=C(C)OC(N)=C(C#N)C1c1cccc([N+](=O)[O-])c1 (stereo not given)	15	12	25	-31	-8	-3	-0.3	2
CN(C(=O)COC(=O)c1ccc2c(=O)n3c(nc2c1)CCC3)C1CCS(=O)(=O)C1 (stereo not given)	2	-2	-11	5	8	-7	0.3	-2
Cc1ccc(-c2cc(C)nc3nc(N)nn23)cc1	20	2	19	9	6	-17	0.3	0
O=C(CSc1nnc(NC(=O)c2c(F)cccc2F)s1)NCc1ccccc1	5	2	22	5	3	9	2.9	-4
COCc1cc(C)nc(SCc2ccc([N+](=O)[O-])cc2)c1C#N	26	-3	-5	-9	-10	2	0.0	-1
O=C(CSc1c2c(nc3ccc(Cl)cc13)CCCC2)NCCCN1CCOCC1	10	-3	7	6	-12	2	-1.2	-4
CC1(C)C2CCC(C2)C1(C)NC(=O)CNCC1CCCCC1 (stereo not given)	12	1	2	23	15	-10	-0.4	-3
Cc1cc(C)nc(NC(N)=S)n1	8	1	-4	10	-6	9	3.2	-2
COc1cccc(COCCN2CCN(S(=O)(=O)c3ccc(C)cc3)CCC2=O)c1	30	-1	-9	-29	19	5	2.5	-3
c1cncc(-c2nn3cnnc3s2)c1	14	-2	11	-9	12	-6	-0.8	-4
CC(=O)c1ccc(NC(=O)CCn2c(=O)oc3ccccc32)cc1	2	1	3	4	6	-6	0.3	0
CN(C)S(=O)(=O)c1cccc(C(=O)Nc2ccc3c(c2)CCC3)c1	23	-3	-168	17	-216	-162	5.4	0
Cc1cccc(C)c1NC(=O)c1cc(S(=O)(=O)N2CCOCC2)cn1C	6	1	25	11	18	3	1.7	-2
S=c1[nH]nc(NCCc2ccccc2)s1	13	-3	-2	1	11	2	-0.5	-1
CCc1ccc(OCC(=O)NC(C)(C)C)cc1	10	-1	-26	5	7	-1	4.1	-5
CC(=O)Nc1ccc(/C=C(\C#N)C(=O)NCc2ccccc2)cc1	18	-2	5	-1	-17	-4	-0.5	-1
O=C(COC(=O)c1cccc(S(=O)(=O)N2CCc3ccccc32)c1)Nc1ccc(Cl)cn1	-3	-2	13	4	1	-6	-1.7	-2
COC(C(=O)N/N=C(\C)CC(=O)Nc1ccc(N(C)C)cc1)c1ccccc1 (stereo not given)	7	-2	9	5	16	-11	-0.8	-2
O=c1[nH]c(/C(Cl)=C/c2c(F)cccc2Cl)nc2cc(Cl)ccc12	7	4	9	-11	-22	3	2.2	1
C=CCN1C(=O)C(Cc2ccccc2Cl)SC1=Nc1ccc(C(=O)O)cc1 (stereo not given)	18	-1	9	6	23	-2	1.1	3
CCCCNc1nc2ccccc2n1CC(=O)Nc1c(C)cccc1CC	14	0	2	-37	-13	-15	-0.9	-4
CCOC(=O)C1CCN(CC(=O)c2c(C)[nH]c3cc(C)ccc23)CC1	4	-3	6	14	-11	0	2.0	-3
Cc1ccccc1OCCn1c(=S)[nH]c2c(N)ncnc21	-3	1	3	21	-15	-24	2.3	2
Cc1ccc(NC(=O)N2CCC(NC(=O)c3ccccc3C)CC2)cc1	13	0	11	8	10	8	-1.4	-1
CNC(=O)c1[nH]cnc1C(=O)Nc1cccc(C)c1	-3	2	34	3	0	-10	3.7	-3
O=C(Cn1cnnn1)Nc1cccc([N+](=O)[O-])c1	-3	1	7	22	11	4	-0.6	-3
Cc1cccc(NC(=O)c2sc(Cl)nc2-c2ccccc2)c1	31	-5	-8	-14	-19	-5	-0.6	-3
CC(NS(=O)(=O)c1ccccc1)C(=O)NCCc1ccccn1 (stereo not given)	3	4	10	-16	1	2	-0.5	-1
COc1ccc(S(=O)(=O)N2CCN(C(=O)CN3C(=O)NC4(CCCC4)C3=O)CC2)cc1	3	-2	3	1	0	-9	2.0	0
Cc1cc2nsnc2c(S(=O)(=O)NCC(=O)O)c1C	5	-1	15	-1	21	-10	1.8	3
NC(=O)CC(NC(=O)Cc1cccc2ccccc12)c1ccc(NCc2cc(F)ccc2F)c([N+](=O)[O-])c1 (stereo not given)	12	1	0	7	9	15	-3.1	-2
CCCCNC(=O)N(CC)c1c(N)n(Cc2ccccc2)c(=O)[nH]c1=O	11	-1	-7	-15	0	-10	-2.0	-2
Cc1cccc(C)c1NC(=S)N1CCCN(Cc2ccc(F)cc2)C1	3	0	-18	-17	-9	2	-0.6	-1
O=C(Nc1n[nH]c(C(F)(F)F)n1)c1cccs1	9	2	-18	-1	17	2	1.1	-6
COc1ccc(C(=O)OCC[N+]2(C)CCCCC2)cc1	-1	2	3	5	1	6	-0.9	-2
Cc1c(OC(C(=O)O)c2ccccc2)ccc2c1oc(=O)c1ccccc12 (stereo not given)	16	0	31	14	16	5	2.2	-3
O=C(Nc1nc(-c2ccccc2)cs1)c1ccco1	32	4	-49	6	-84	-28	5.6	-2
O=c1nccc(NCc2ccco2)[nH]1	2	0	23	8	12	-5	0.1	0
O=C(NNc1cccc(Cl)n1)c1cccnc1Cl	16	2	-14	3	3	-16	-1.1	-1

In the list so far, these have a CF3 group:
SMILES	tim23-1 inh	XBP1 UPR activ	Mdm2-MdmX inh	APJ antag	697 NFkB inh	Jurkat NFkB inh	UPR CHOP act	APJ ag
OC(CCN1CCC2(CC1)OCCO2)C(F)(F)F (stereo not given)	12	-1	11	-3	15	-2	-1.0	-2
Cc1nc(-c2noc(-c3ccc(Cl)cc3)n2)c(C(F)(F)F)o1	18	8	6	9	-20	-17	5.9	-3
O=C(Nc1n[nH]c(C(F)(F)F)n1)c1cccs1	9	2	-18	-1	17	2	1.1	-6

Quoted from above (4 entries):
SMILES	tim23-1 inh	XBP1 UPR activ	Mdm2-MdmX inh	APJ antag	697 NFkB inh	Jurkat NFkB inh	UPR CHOP act	APJ ag
O=C(Nc1n[nH]c(C(F)(F)F)n1)c1cccs1	9	2	-18	-1	17	2	1.1	-6
COc1ccc(C(=O)OCC[N+]2(C)CCCCC2)cc1	-1	2	3	5	1	6	-0.9	-2
Cc1c(OC(C(=O)O)c2ccccc2)ccc2c1oc(=O)c1ccccc12 (stereo not given)	16	0	31	14	16	5	2.2	-3
O=C(Nc1nc(-c2ccccc2)cs1)c1ccco1	32	4	-49	6	-84	-28	5.6	-2

(cont.)
SMILES	tim23-1 inh	XBP1 UPR activ	Mdm2-MdmX inh	APJ antag	697 NFkB inh	Jurkat NFkB inh	UPR CHOP act	APJ ag
NNC(=O)c1cc(-c2ccc(N)cc2)nc2ccc(Br)cc12	12	-2	0	-16	-18	-6	-0.1	6
O=C(c1ccco1)N1CCN(S(=O)(=O)c2ccc(S(=O)(=O)NC3CCCCC3)cc2)CC1	-4	-3	9	8	19	7	1.4	-1
COCCNC(=O)CN1C(=O)COc2ccc(S(=O)(=O)N3CC(C)CC(C)C3)cc21 (stereo not given)	6	-4	6	6	3	6	-0.1	-1
Cc1[nH]c2ccccc2c1C(=O)COC(=O)c1ccc[n+]([O-])c1	18	0	12	-5	19	-5	0.4	-2
COc1ccc(CCN2CCCC(CN(C)C(=O)c3cc(C)oc3C)C2)cc1 (stereo not given)	-8	-5	-63	-2	-50	-78	5.4	-2
O=C1CC(c2ccc(O)cc2)Oc2ccccc21 (stereo not given)	36	4	-31	10	-19	-45	4.9	-4
C/[N+]([O-])=C\C1C(=O)CC(C)(C)CC1=O	2	3	-1	-4	18	-5	3.1	-4
Cc1ccc(/C=C/C(=O)NCCc2ccccc2)o1	11	-2	-41	15	-37	-14	4.6	-3
COc1ccc(S(=O)(=O)Nc2ccc(-n3cnnn3)cc2)cc1Br	8	0	8	9	1	5	-1.2	8
Cc1nc(Nc2ccc(Cl)c(Cl)c2)sc1C(=O)Nc1ccccc1	36	4	52*	-10	-2	-7	4.7	1
CCOC(=O)c1sc(NC(=S)NC(=O)c2ccccc2)c(C(=O)OCC)c1C	0	51*	85*	7	-45	4	51*	-2
O=C(O)c1cccc(S(=O)(=O)N2CCCC(c3nc4c(nnn4Cc4ccc(F)cc4)c(=O)[nH]3)C2)c1 (stereo not given)	17	2	3	4	-3	7	1.7	-3
CCn1c(C)c(C)c2cc(C(=O)NCCCN3CCCCC3C)ccc21 (stereo not given)	4	-2	26	0	2	-7	0.0	0
COc1ccc(-n2cc(-c3ccc(OC)c(OC)c3)[nH]c2=S)cc1	-3	-1	17	10	-2	-15	2.1	-2
O=C1c2ccccc2C(=O)N1CCCn1ccnc1	6	-2	-11	16	4	4	-1.2	0
O=C(CNS(=O)(=O)c1ccccc1F)NNC(=O)c1ccc(Br)cc1	-3	-1	12	8	0	-16	1.4	-1
